Cav32 inh: inhibitors of human Cav3.2 T-type calcium channel | O95180 | Cav3.2-expressing cells, Fluo-4 calcium fluorescence FDSS; hits give low values | B-score at 10 µM | 4% of 100,000 active;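 active = single-dose well whose peak fluorescence ratio is a statistical outlier from its plate by either plate-standardised score or position-corrected B-score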
* marks the source's active call; other numbers are inactive results. These rows are one share of the data; count on the stated rates, not on these rows.

`CCn1nnc(NC(=O)c2c(OC)cccc2OC)n1` gave Cav32 inh -0.24.
For C[C@H](N)c1nnc(SCC(=O)N(C)C)o1 the results were Cav32 inh -0.21.
Screening CCCC1(CCC)NC(=O)N(CC(=O)Nc2cccc(OC)c2)C1=O returned Cav32 inh 0.064.
CCOC(=O)c1cc(NC(=O)c2c(C)noc2C)cc(C(=O)OCC)c1 was read as Cav32 inh -0.13.
`COc1cccc(NC(=O)N2CCCC2C(=O)NC(C)C)c1` (stereo unspecified) gave Cav32 inh 0.87.
`Clc1ccccc1CNc1ncnc2nc[nH]c12` gave Cav32 inh -1.1.
Screening Cc1noc2ncnc(Sc3ccc(Cl)cc3)c12 returned Cav32 inh -0.037.
Screening O=C(CSc1ncccn1)NN=C1CCCCCCC1 returned Cav32 inh 0.05.
CCSC1=C(C#N)C(c2ccc(C)s2)CC(=O)N1 (stereo unspecified) was read as Cav32 inh 0.64.
`COC(=O)C1=C(C)N(Cc2ccco2)C(=O)C1` gave Cav32 inh -0.049.
Cc1ccc(C(C(=O)NC2CCCC2)N(Cc2ccc(F)cc2)C(=O)c2csnn2)o1 (stereo unspecified) was read as Cav32 inh -1.1.
`CC(=O)C1=C(Nc2ccc(C)cc2)CC(C)(O)C(C(C)=O)C1c1ccco1` (stereo unspecified) gave Cav32 inh 0.17.
For O=C(Nc1ccc2c(c1)OCO2)N1CCN(C/C=C/c2ccccc2)CC1 the results were Cav32 inh 0.72.
Screening O=C(O)CC(c1cccc(Cl)c1)n1cccc1 (stereo unspecified) returned Cav32 inh 0.021.
Screening O=C(CSc1nc2ccccc2nc1SCC(=O)N1CCOCC1)N1CCOCC1 returned Cav32 inh 0.0006.
`Cc1nc(C(=O)Nc2ccc(Cl)cc2)sc1C1(C)CC(c2cccc([N+](=O)[O-])c2)=NO1` (stereo unspecified) gave Cav32 inh -0.054.
`O=C(C1CC1)N1CCN=C1SCc1ccccc1Cl` gave Cav32 inh -0.28.
For CCOc1cccc(CNn2cnnc2)c1OCc1ccccc1Cl the results were Cav32 inh -0.81.
For Cc1ccc(CCNC(=O)C2CC(c3cccc(F)c3)=NO2)cc1 (stereo unspecified) the results were Cav32 inh -0.28.
Screening O=C(Nc1ccc(S(=O)(=O)NCCc2ccccc2)cc1)c1ccc(Br)o1 returned Cav32 inh -0.0027.
For O=C(Nc1cccc(S(=O)(=O)N2CCOCC2)c1)c1cc2c(s1)CCC2 the results were Cav32 inh -1.1.
For CC(Oc1ccc(-c2ccccc2)c(F)c1)c1ccn(S(=O)(=O)c2ccc(Cl)cc2)n1 (stereo unspecified) the results were Cav32 inh -5.1*.
Screening Clc1ccc(OCc2nn3c(C4CCCCC4)nnc3s2)cc1 returned Cav32 inh -2.7.
`COc1ccc(S(=O)(=O)N(CCc2ccccc2)CC(=O)NCCCO)cc1` gave Cav32 inh 0.56.
Cc1cccc(C(=O)c2cnc3ccccc3c2-c2ccccc2)c1 was read as Cav32 inh -2.5.
Screening O=c1ccc2cc3c([nH]c4ccc(Br)cc43)oc-2c1O returned Cav32 inh -0.86.
`CCCC(=O)Nc1nnc(Sc2ccc(N(C)C)cc2)s1` gave Cav32 inh -0.0082.
O=C(CSc1nccc(=O)[nH]1)Nc1ccc(Br)c(Cl)c1 was read as Cav32 inh 1.5.
For Cc1ccc(S(=O)(=O)N2CCC(C(=O)N3CCC[C@H]3C(=O)NCc3ccco3)CC2)cc1 the results were Cav32 inh -0.019.
Cc1ccc(C(=O)Nc2ccc(F)cc2F)o1 was read as Cav32 inh 0.09.
`CC(C)c1cc(C(F)(F)F)n2nc(C(=O)O)cc2n1` gave Cav32 inh 0.052.
Screening CC(Sc1sc(=S)sc1SC(C)C(=O)O)C(=O)O (stereo unspecified) returned Cav32 inh -0.013.
Screening CN(CC(=O)NC1CCCCCC1)S(=O)(=O)c1ccc2c(c1)n(C)c(=O)c(=O)n2C returned Cav32 inh 1.3.
For CCC1(C(=O)OC)NC(c2ccccc2OC)C2C(=O)N(C)C(=O)C21 (stereo unspecified) the results were Cav32 inh 0.33.
CCOC(=O)c1ccc(NC(=O)C(=O)NCc2ccncc2)cc1 was read as Cav32 inh 0.68.
Screening COc1ccc(C2C(C(=O)c3sc(C)nc3C)=C(O)C(=O)N2CCN(C)C)cc1 (stereo unspecified) returned Cav32 inh 0.94.
Cc1ccc(-n2nnc(-c3cccnc3)n2)cc1 was read as Cav32 inh 0.8.
COc1cc2c(c(O)c1OC)-c1c(cc(OC)c(OC)c1OC)C[C@@H](C)[C@@H](C)C2 was read as Cav32 inh 0.0015.
Screening CCN(CC)CCN1C(=O)C(O)=C(C(C)=O)C1c1ccc(OC)c(OC)c1 (stereo unspecified) returned Cav32 inh 0.57.
`CCOc1ccc(NC(=O)CSc2nnc(-c3ccncc3)n2CC2CCCO2)cc1` (stereo unspecified) gave Cav32 inh 0.6.
Screening C/C(Nc1ccccc1)=C(/C#N)C(N)=O returned Cav32 inh -0.038.
`O=C1NCCNC1(c1c[nH]c2ccccc12)C(F)(F)F` (stereo unspecified) gave Cav32 inh -0.029.
For O=C(Nc1ncccc1O)c1cccc(S(=O)(=O)N2CCc3ccccc32)c1 the results were Cav32 inh -1.6.
`COc1ccc(NC(=O)c2noc3c2CCC3)cc1` gave Cav32 inh -0.0019.
For O=C(Cn1cnc2c(nnn2Cc2ccc(Cl)cc2)c1=O)NCc1ccco1 the results were Cav32 inh 0.01.
`Nc1c(C(=O)NCCN2CCOCC2)c2nc3ccccc3nc2n1-c1ccc2c(c1)OCO2` gave Cav32 inh 0.1.
`COC(=O)c1cc(S(=O)(=O)N2CCOCC2)c(N2CCOCC2)cc1N1CCOCC1` gave Cav32 inh 2.
`CN(C)c1nc(-c2ccc([N+](=O)[O-])cc2)cs1` gave Cav32 inh -0.55.
CC(C)C(c1nnnn1Cc1ccccc1)N(Cc1ccco1)Cc1cccs1 (stereo unspecified) was read as Cav32 inh -0.97.
`CCOC(=O)CC(NC(=O)c1ccco1)c1ccc(C)cc1` (stereo unspecified) gave Cav32 inh 1.3.
`COc1ccc(C)cc1NS(=O)(=O)c1cc(C)ccc1C` gave Cav32 inh -0.53.
Cc1noc(C)c1C(=O)OCC(=O)Nc1ccccc1Oc1ccccc1 was read as Cav32 inh -2.5.
Screening [O-][n+]1onc2c1CCc1nnc(-c3ccccc3)cc1-2 returned Cav32 inh -0.43.
COC(=O)c1ccc(CSc2nnc(-c3ccncc3)n2Cc2ccccc2)o1 was read as Cav32 inh 2.
`COc1cccc(CN2C(=O)c3ccccc3C2C(=O)NCC2CCCO2)c1` (stereo unspecified) gave Cav32 inh 0.42.
`COc1cc(C2C(C(=O)Nc3ccc(F)cc3)=C(C)Nc3nc(CCCO)nn32)cc(OC)c1OC` (stereo unspecified) gave Cav32 inh 0.0014.
`O=C(NCCOc1ccccc1)C1Nc2ccc(C(F)(F)F)cc2C2c3ccccc3CC12` (stereo unspecified) gave Cav32 inh -1.
COc1ccc(-c2nnc3ccc(SCC(=O)NCC4CCCO4)nn23)cc1 (stereo unspecified) was read as Cav32 inh 0.87.
CC1(OC(=O)C2CCCC2)C(=O)C=C2C=C(c3ccsc3)N(CCCCO)C=C2C1=O (stereo unspecified) was read as Cav32 inh 0.19.
For O=C(Nc1ccn(Cc2ccccc2F)n1)c1ccc(COc2cc(Cl)ccc2Cl)o1 the results were Cav32 inh -4.9*.
Screening O=C(Nc1nc2c(ccc3ccccc32)s1)c1ccco1 returned Cav32 inh -1.7.
`Cc1ccc(S(=O)(=O)N2CCCC2C(=O)NC2=NCCS2)cc1` (stereo unspecified) gave Cav32 inh 0.023.
Screening COc1ccc(OC)c(S(=O)(=O)N2CCCCCC2)c1 returned Cav32 inh 0.19.
COc1ccc(OCCCC(=O)NCc2ccco2)cc1 was read as Cav32 inh -0.12.
`CCCCOn1c(C)c(C(=O)OCC)c2c3no[n+]([O-])c3ccc21` gave Cav32 inh -0.054.
`CS(=O)(=O)N(CC(=O)NCc1ccco1)c1ccc(Cl)c(C(F)(F)F)c1` gave Cav32 inh -2.
`COc1ccc(-c2nn(-c3ccccc3)cc2C(=O)Nc2nccs2)cc1OC` gave Cav32 inh -3.2.
For CCn1c(SCC(=O)N2CCCC2)nc2c(c1=O)SC(C)C2 (stereo unspecified) the results were Cav32 inh 2.6.
For CCOC(=O)N1CCN(CC(=O)c2ccc3c(c2)CCN3)CC1 the results were Cav32 inh -0.043.
`Cc1cc(C)n2nc(-c3sccc3-n3cccc3)cc2n1` gave Cav32 inh -0.88.
For COc1ccc(OC)c(NC(=O)C2CC(=O)N(c3ccc(Br)cc3)C2)c1 (stereo unspecified) the results were Cav32 inh -0.33.
For CCn1c(COc2ccccc2C(N)=O)nc2ccccc21 the results were Cav32 inh 0.81.
O=C(OC1CCc2ccccc2C1=O)c1ccccc1O (stereo unspecified) was read as Cav32 inh -0.52.
Screening O=c1[nH]nc(Cc2ccc(-c3ccccc3Cl)o2)c2ccccc12 returned Cav32 inh 0.052.
For COc1cc(OC)c2c(-c3ccccc3)cc(=O)oc2c1C(CCN1CCCC1)c1ccc2c(c1)OCO2 (stereo unspecified) the results were Cav32 inh -0.83.
Cc1cccc(C2Nc3ccccc3C(=O)N2c2ccccc2)n1 (stereo unspecified) was read as Cav32 inh -0.53.
`CSCCC(C(=O)O)N1C(=O)c2ccc(C(=O)O)cc2C1=O` (stereo unspecified) gave Cav32 inh 0.29.
For COc1cccc(NC(=O)Cc2cccs2)c1 the results were Cav32 inh 0.0047.
Screening CCCCC(=O)N(Cc1ccc(-c2ccccc2-c2nn[nH]n2)cc1)[C@H](C(=O)O)C(C)C returned Cav32 inh 0.29.
COC(=O)C1=COC(C)C2CN3CCc4c([nH]c5ccccc45)C3CC12 (stereo unspecified) was read as Cav32 inh 0.2.
Screening CC(C)CNC(=O)CCCc1ccccc1 returned Cav32 inh 0.45.
Screening CCCN(CC1CC1)c1nc(N)c(C#N)c(CC#N)c1C#N returned Cav32 inh 1.4.
O=C(Nc1nc2ccccc2s1)C1CC(=O)N(c2ccccc2)C1 (stereo unspecified) was read as Cav32 inh -5.1*.
`COc1ccc(OC)c(C(C(=O)NCc2ccco2)N(C(=O)Cn2nnc3ccccc32)C(C)C)c1` (stereo unspecified) gave Cav32 inh 0.84.
For COc1ccc2[nH]c(=O)c(CNc3cccc(C)c3)cc2c1 the results were Cav32 inh -0.71.
`Cc1cccc(NC(=O)CSc2nc(C)nc3c2c(=O)n(C)c(=O)n3C)c1` gave Cav32 inh -0.11.
`CC(C)C(C)(C#N)NC(=O)CSc1nnc(-c2ccccc2)o1` (stereo unspecified) gave Cav32 inh -0.2.
Screening OC(CN1C2=NCCN2c2ccccc21)c1ccc(Br)cc1 (stereo unspecified) returned Cav32 inh -0.93.
Screening O=C(c1cccs1)N1CCCC(c2nc(-c3ccc(F)cc3)no2)C1 (stereo unspecified) returned Cav32 inh -1.3.
For COC(=O)c1ccccc1NC(=O)c1ccc(COc2ccccc2)o1 the results were Cav32 inh -0.62.

Sorted by number of heavy atoms (low to high): part of the list above.
`CN(C)c1nc(-c2ccc([N+](=O)[O-])cc2)cs1` gave Cav32 inh -0.55.
Screening OC(CN1C2=NCCN2c2ccccc21)c1ccc(Br)cc1 (stereo unspecified) returned Cav32 inh -0.93.
For CCOc1cccc(CNn2cnnc2)c1OCc1ccccc1Cl the results were Cav32 inh -0.81.

The listing continues.
Screening CS(=O)(=O)N1CCCC(C(=O)NCc2ccccc2Cl)C1 (stereo unspecified) returned Cav32 inh 0.22.
C=CCN1C(=O)C2C(C(=O)NCc3ccccc3)C3C=CC2(O3)C1C(=O)NC(C)(C)C (stereo unspecified) was read as Cav32 inh 0.0062.
`CCn1cc(S(=O)(=O)CC(=O)Nc2ccc(OC)cc2)c2ccccc21` gave Cav32 inh 9.2e-05.
`Cc1nn2c(-c3ccc(Cl)cc3Cl)nnc2s1` gave Cav32 inh -0.6.
For CC(C)c1nnc(SCC(=O)N2CCc3ccccc32)n1C the results were Cav32 inh 0.64.
`CCn1c(SCC(=O)N2CCc3ccccc32)nnc1-c1ccncc1` gave Cav32 inh -0.26.
Cc1cc(Oc2ccc(=O)n(C)n2)nc(Oc2ccc(=O)n(C)n2)n1 was read as Cav32 inh -0.015.
`CN(C)c1nn(C(=O)Nc2ccc(Cl)cc2Cl)cc1-c1ccccc1` gave Cav32 inh 0.51.
For CC(C)(C)NC(=O)CN(C(=O)CNC(=O)c1cccs1)c1ccc2c(c1)OCCO2 the results were Cav32 inh 1.4.
For CC(Cc1ccccc1)C(=O)N(C)Cc1cccnc1 (stereo unspecified) the results were Cav32 inh 0.027.
Cc1ccc(S(=O)(=O)N(C)CC(=O)O/N=C(\N)c2ccccn2)cc1 was read as Cav32 inh 2.4.

Among those listed so far, 15 contain an aryl thioether with sulfur outside any ring:
For C[C@H](N)c1nnc(SCC(=O)N(C)C)o1 the results were Cav32 inh -0.21.
Screening Cc1noc2ncnc(Sc3ccc(Cl)cc3)c12 returned Cav32 inh -0.037.
Screening O=C(CSc1ncccn1)NN=C1CCCCCCC1 returned Cav32 inh 0.05.
Screening O=C(CSc1nc2ccccc2nc1SCC(=O)N1CCOCC1)N1CCOCC1 returned Cav32 inh 0.0006.
`CCCC(=O)Nc1nnc(Sc2ccc(N(C)C)cc2)s1` gave Cav32 inh -0.0082.
O=C(CSc1nccc(=O)[nH]1)Nc1ccc(Br)c(Cl)c1 was read as Cav32 inh 1.5.
Screening CC(Sc1sc(=S)sc1SC(C)C(=O)O)C(=O)O (stereo unspecified) returned Cav32 inh -0.013.
`CCOc1ccc(NC(=O)CSc2nnc(-c3ccncc3)n2CC2CCCO2)cc1` (stereo unspecified) gave Cav32 inh 0.6.
COC(=O)c1ccc(CSc2nnc(-c3ccncc3)n2Cc2ccccc2)o1 was read as Cav32 inh 2.
COc1ccc(-c2nnc3ccc(SCC(=O)NCC4CCCO4)nn23)cc1 (stereo unspecified) was read as Cav32 inh 0.87.
For CCn1c(SCC(=O)N2CCCC2)nc2c(c1=O)SC(C)C2 (stereo unspecified) the results were Cav32 inh 2.6.
`Cc1cccc(NC(=O)CSc2nc(C)nc3c2c(=O)n(C)c(=O)n3C)c1` gave Cav32 inh -0.11.
`CC(C)C(C)(C#N)NC(=O)CSc1nnc(-c2ccccc2)o1` (stereo unspecified) gave Cav32 inh -0.2.
For CC(C)c1nnc(SCC(=O)N2CCc3ccccc32)n1C the results were Cav32 inh 0.64.
`CCn1c(SCC(=O)N2CCc3ccccc32)nnc1-c1ccncc1` gave Cav32 inh -0.26.
